# Screening results deposited in PubChem by several laboratories.
# DNMT1 block = DNMT1 (human) enzyme inhibition | P26358 | DNMT1 molecular beacon, Hinp1I cleavage, fluorescence | inhibition (reported as % activation of signal), % at 10 µM | 360,000 compounds, 0.83% hits | AID 588458; in the data active = inhibition above about 50%
# SUMO1-SIM PPI = modulators of human SUMO1-mediated protein-protein interactions; SUMO1 binding to a labelled peptide, TR-FRET, 1 h; inhibition, % at 20 µM; 360,000 compounds, 0.33% hits; in the data active = inhibition above about 37%
# Target sequence (P63165 whole entry, looked up): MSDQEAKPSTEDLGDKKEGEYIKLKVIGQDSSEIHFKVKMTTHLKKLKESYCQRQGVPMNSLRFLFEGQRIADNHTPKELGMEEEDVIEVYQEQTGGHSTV
# CSN deneddyl inh = inhibitors of human CSN-mediated cullin deneddylation; Q92905; Purified CSN, SCF-Nedd8-OG deneddylation, fluorescence polarization; inhibition, % at 12.5 µM; 360,000 compounds, 0.38% hits; AID 651999;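 active = pattern-corrected inhibition above about 35%, with an unprinted fluorescence ratio check between 0.5 and 1.5, limit read from the data, passing the limit was not always enough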;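 note: 0% = enzyme with substrate and 100% = substrate without enzyme; some results filed as inactive read as strong as hits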
#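 Assay system: HEK293T-derived human Csn5 enzyme; quantity: 0.24 nM enzyme; medium: Tris/NaCl/DTT buffer, pH 7.5; also added: substrate SCFSkp2-Nedd8OG, 10 nM; doses: 12.5 µM compound; schedule: 90 min reaction at room temperature; signal: FP; read-out: % inhibition of substrate cleavage by Csn5; benchmarks: substrate-only high control, full reaction low control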
# STEP block = blocks human striatal-enriched tyrosine phosphatase; P54829; recombinant STEP, OMFP fluorogenic substrate, fluorescence; inhibition, % at 20 µM; 360,000 compounds, 0.25% hits;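 active = inhibition at 20 µM, scaled per plate between control wells, above about 37%, limit read from the data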;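 note: 0% = DMSO with enzyme and substrate and 100% = substrate only without enzyme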
#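 medium = Bis-Tris buffer pH 6.0, 2.5 mM DTT, 0.005% Tween 20 | test system = STEP (striatal-enriched tyrosine phosphatase) enzyme, cell-free | measure = normalized % inhibition | compound dosing = 20 µM, 1% DMSO | also added = 25 µM OMFP | schedule = reaction 20 min, ambient temperature | measured by = fluorescence read at 480 nm ex / 540 nm em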
# Rin1-Abl PPI inh = blocks binding of human Rin1 to Abl. 360,000 compounds, 0.4% hits. inhibition, % at 7.35 µM. AID 588664. P00519+Q13671. TR-FRET Rin1/Abl binding, biochemical; in the data active = inhibition above about 5%, passing the limit was not always enough
# NadD inh = NadD (S. aureus) enzyme inhibition | purified NadD enzyme, colorimetric absorbance read-out | inhibition, % at 20 µM | 360,000 compounds, 0.78% hits | AID 602399; in the data active = inhibition above about 26%; note: some compounds past the cut are filed as inactive
# LMPTP block = blocks human LMPTP phosphatase | P24666 | recombinant LMPTP-A, OMFP fluorogenic substrate, fluorescence intensity | inhibition, % at 20 µM | 360,000 compounds, 0.22% hits;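 active = compounds that cut the enzyme signal by at least half of the control window in the single-dose screen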;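 note: plate controls were DMSO wells with enzyme plus substrate for no effect and substrate without enzyme for full effect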
#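 test system = LMPTP-A | amount = 0.625 nM LMPTP-A final | reagent = fluorogenic phosphatase substrate OMFP at 400 µM final | incubation = 50 min at room temperature | benchmarks = no-enzyme low control, uninhibited high control | medium = Bis-Tris pH 6.0, DTT, detergent | signal = fluorescence intensity of OMFP turnover product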
# Rpn11 inh = inhibitors of human proteasome Rpn11 | AID 588493 | human 26S proteasome, Ub4-pepOG fluorescence polarization; 20S core pre-blocked with epoxomicin | calls only at 20 µM | O00487 | 360,000 compounds, 0.59% hits;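 active = inhibition at 20 µM, scaled to each plate's controls, above about 33%, limit read from the data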
# Scp-1 inhibitor = Scp-1 (human) phosphatase inhibition; Q9GZU7; Recombinant Scp1, phosphopeptide, malachite green phosphate absorbance; inhibition, % at 20 µM; 340,000 compounds, 0.88% hits; AID 493091;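 active = inhibition above about 50% at 20 µM, limit read from the data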;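 note: plate controls were DMSO wells with enzyme for no effect and wells lacking enzyme for full effect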
# Target sequence (Q9GZU7 76-261 limits assumed): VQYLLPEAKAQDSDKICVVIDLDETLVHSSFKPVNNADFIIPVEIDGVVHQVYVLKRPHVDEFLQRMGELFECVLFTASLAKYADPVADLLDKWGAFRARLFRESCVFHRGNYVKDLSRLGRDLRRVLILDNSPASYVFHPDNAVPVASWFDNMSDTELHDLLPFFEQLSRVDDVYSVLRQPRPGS
#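 System: truncated SCP-1 phosphatase (76-261aa); medium: Tris acetate buffer pH 5.5 with MgCl2 and Tween-20; incubation: 45 min room-temperature reaction, 5 min colour, 30 min stabiliser; compound: single 20 µM dose, 1% DMSO; reagent: Phosphorylated 17-residue peptide substrate; read-out: % inhibition at 20 µM; technique: colorimetric free-phosphate detection, absorbance 630 nm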
# Neddylation inh = inhibitors of human cullin neddylation | P61081+Q13564 | TR-FRET cullin neddylation, biochemical | calls only at 25 µM | 360,000 compounds, 0.58% hits | AID 651699; in the data active = inhibition above about 36%
# Target sequence (P61081 whole entry, looked up): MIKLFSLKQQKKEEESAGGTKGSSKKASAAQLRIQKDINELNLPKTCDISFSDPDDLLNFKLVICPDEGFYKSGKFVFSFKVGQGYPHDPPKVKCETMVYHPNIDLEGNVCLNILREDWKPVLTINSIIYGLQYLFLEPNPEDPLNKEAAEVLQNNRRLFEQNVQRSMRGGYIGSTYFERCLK
# Target sequence (Q13564 whole entry, looked up): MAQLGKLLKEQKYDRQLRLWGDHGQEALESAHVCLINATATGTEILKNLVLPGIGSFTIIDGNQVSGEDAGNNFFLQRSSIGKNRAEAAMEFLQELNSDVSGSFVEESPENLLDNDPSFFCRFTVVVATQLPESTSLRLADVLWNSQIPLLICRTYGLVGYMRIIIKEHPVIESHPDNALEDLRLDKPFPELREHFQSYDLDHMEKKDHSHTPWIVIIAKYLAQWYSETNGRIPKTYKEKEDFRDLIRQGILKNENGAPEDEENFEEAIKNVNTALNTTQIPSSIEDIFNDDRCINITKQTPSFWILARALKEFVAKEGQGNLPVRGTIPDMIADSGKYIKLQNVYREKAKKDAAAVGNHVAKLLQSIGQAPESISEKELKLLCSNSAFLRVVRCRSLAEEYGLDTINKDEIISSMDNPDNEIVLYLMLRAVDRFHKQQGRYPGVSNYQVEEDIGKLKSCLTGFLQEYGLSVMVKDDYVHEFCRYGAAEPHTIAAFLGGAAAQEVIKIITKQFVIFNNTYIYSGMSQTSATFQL
# An asterisk follows results filed as active; i = inactive; nt = no result given; + = active, no number.
# Every second line gives: SUMO1-SIM PPI	Rin1-Abl PPI inh	Scp-1 inhibitor	LMPTP block	Neddylation inh	NadD inh	STEP block	Rpn11 inh	CSN deneddyl inh	DNMT1 block
O=C1[C@H]2[C@@H](c3ccccc3)N[C@]3(CCCN(Cc4ccc(C(F)(F)F)cc4)C3=O)[C@H]2C(=O)N1Cc1ccccc1
  9	0	nt	2.3	i	8	-2	i	-2	-8
CC(N=C1NS(=O)(=O)c2ccccc21)C(=O)Nc1ccc(F)cc1Cl (stereo not drawn)
  1	3	-10	-5.5	i	-1	-2	i	3	1
CCOc1ccc(C(=O)/C=C/Nc2ccc(S(=O)(=O)Nc3onc(C)c3C)cc2)cc1
  -1	2	2	3.1	i	9	4	i	-2	-5
O=C(NC1CCCC1)c1cc(-c2ccc(Cl)c(Cl)c2)on1
  6	0	1	0.0	i	0	3	i	-1	3
Cc1ccccc1OCC(=O)Nc1ccccc1N1CCCCC1
  5	1	-8	3.9	i	10	4	i	3	1
CCOC(=O)N1CCN(Cc2nc3cc([N+](=O)[O-])ccc3n2CC)CC1
  -17	3	-13	0.2	i	-5	-2	i	3	0
CC(=O)NC(=S)Nc1ccc(NC(=S)NC(=O)c2ccc([N+](=O)[O-])cc2)cc1
  -1	-4	-7	3.0	i	21	5	i	-1	-3
NC(=O)CC[C@H](NC(=O)c1ccc(F)cc1)C(=O)OCC(=O)NCc1ccc(F)cc1
  3	2	-5	-0.9	i	-1	-2	i	-7	52*
Cc1cc2c(cc1C)-n1nnnc1C(N1CCN(C(=O)OCc3ccccc3)CC1)C(=O)N2 (stereo not drawn)
  -4	nt	nt	-0.6	i	nt	nt	nt	-2	nt
CCOC(=O)[C@]12CCC=C1N(Cc1ccccc1)C(=O)[C@H](CC(=O)N1CCSCC1)C2
  -1	nt	nt	-3.2	i	-3	nt	nt	-4	nt
Cc1cccn2c(=O)c(C=O)c(N3CC(C)OC(C)C3)nc12 (stereo not drawn)
  -9	-5	2	-0.5	i	-6	0	i	22	-1
COc1cc(C2c3cc4c(cc3C3OC(=O)C2C3CO)OCO4)cc(OC)c1OC (stereo not drawn)
  0	-1	nt	-2.1	i	-5	-2	i	5	-4
CCC(=O)NC(=S)Nc1cccc(Cl)c1N1CCCC1
  0	4	0	0.3	i	-6	0	i	-3	2
Oc1c(CN2CCCCC2)cc(COCc2ccccc2)c2cccnc12
  -14	14*	-9	0.7	i	1	5	+	4	-5
O=C(COc1ccc(/C=N/NC(=O)c2ccc(O)cc2)cc1)Nc1ccc([N+](=O)[O-])cc1
  -2	-1	-4	71*	i	71*	18	i	9	54*
Oc1ccccc1Nc1ccccn1
  7	1	-9	-0.8	i	-2	-4	i	2	0
NS(=O)(=O)c1cccc(NC(=O)COC(=O)c2cc(-c3ccc(Cl)cc3)nc3ccccc23)c1
  -4	-2	0	6.3	i	32*	-4	i	4	-14
C[C@H](NC(=O)[C@@H]1Cc2ccccc2CN1)C(=O)NC[C@H]1CC[C@H](C(=O)O)CC1
  4	2	-1	-1.5	i	-2	0	i	-3	0
O=C(NCCCN1CCOCC1)c1ccccc1
  -4	3	3	-2.8	i	-1	-2	i	0	4
COc1ccc(-n2c(=S)[nH]c3cc(C(=O)NCc4cccnc4)ccc3c2=O)cc1
  1	2	-1	0.8	i	-3	0	i	-2	0

# An excerpt from above in order of molar mass, lowest first.
# Every second line gives: SUMO1-SIM PPI	Rin1-Abl PPI inh	Scp-1 inhibitor	LMPTP block	Neddylation inh	NadD inh	STEP block	Rpn11 inh	CSN deneddyl inh	DNMT1 block
O=C(NCCCN1CCOCC1)c1ccccc1
  -4	3	3	-2.8	i	-1	-2	i	0	4
CCOC(=O)N1CCN(Cc2nc3cc([N+](=O)[O-])ccc3n2CC)CC1
  -17	3	-13	0.2	i	-5	-2	i	3	0
COc1ccc(-n2c(=S)[nH]c3cc(C(=O)NCc4cccnc4)ccc3c2=O)cc1
  1	2	-1	0.8	i	-3	0	i	-2	0
O=C(COc1ccc(/C=N/NC(=O)c2ccc(O)cc2)cc1)Nc1ccc([N+](=O)[O-])cc1
  -2	-1	-4	71*	i	71*	18	i	9	54*

# Later entries
# Every second line gives: SUMO1-SIM PPI	Rin1-Abl PPI inh	Scp-1 inhibitor	LMPTP block	Neddylation inh	NadD inh	STEP block	Rpn11 inh	CSN deneddyl inh	DNMT1 block
Cc1ccnc(NC(=O)CCCNC(=O)c2ccc(Cl)cc2)c1
  2	1	-1	-1.2	i	-3	-2	i	-1	1
CCN(C(=O)CSc1nncn1-c1ccccc1)C1CCS(=O)(=O)C1 (stereo not drawn)
  -40	-1	-3	-7.1	i	8	0	i	2	-2
CC(=O)c1cccc(NC(=O)C(C)OC(=O)CNC(=O)c2ccc(C)s2)c1 (stereo not drawn)
  0	-1	10	0.4	i	0	1	i	-3	-3
COc1cc(N)c(Cc2nccc3cc(OC)c(OC)cc23)cc1OC
  14	-2	-4	1.5	i	2	4	i	-1	-7
COc1ccc(COC(=O)CNC(=O)C2CCCCC2)cc1F
  3	1	0	-0.6	i	-3	4	i	-2	-1
COc1ccc(N(CCCN2C(=O)c3cccc4cccc(c34)C2=O)C(=O)c2ccncc2)cc1
  -19	-3	-2	0.6	i	-1	0	i	0	0
COc1ccc(F)cc1C(=O)C1CCCN(Cc2ccc(Sc3nncn3C)o2)C1 (stereo not drawn)
  0	-1	5	-0.1	i	5	-5	i	0	-1
O=C(Nc1ccccc1)Nc1nc2ccccc2s1
  2	1	-5	-0.9	i	-9	-1	i	8	3
Cc1nc(NCc2ccccn2)c2ccccc2n1
  0	3	-4	15	i	-4	-3	i	-1	0
CC1(C)NC(=O)N(CC(O)COc2cccc(F)c2)C1=O (stereo not drawn)
  3	-3	-2	-0.3	i	1	-2	i	2	1
COc1ccc(NC(=O)C2Cc3c(-c4ccc(Cl)cc4)ccnc3O2)cc1 (stereo not drawn)
  0	0	nt	2.4	i	5	3	i	2	-7
COc1ccc(CN2C(=O)CCC2(C)C(=O)NCc2cccnc2)c(OC)c1 (stereo not drawn)
  0	-1	0	-1.3	i	-1	-2	i	5	4
N#Cc1c(Cl)nsc1NC(=O)c1ccccc1
  14	3	-6	-0.6	i	-6	2	i	-1	-7
Cc1ccnc(SCc2cc(=O)c(OC(=O)c3ccco3)co2)n1
  1	0	-3	-1.0	i	5	-4	i	5	17
CCOc1ncccc1C(=O)Nc1cc(S(=O)(=O)N2CCCCCC2)ccc1OC
  1	-1	-5	0.1	i	-6	0	i	-1	6
CN(C)c1ccc(/C=N/N2C(=O)c3ccccc3C2=O)cc1
  -6	1	9	4.7	i	-1	0	i	1	0
Cc1ccccc1Cn1ccc(NC(=O)c2nn(C)cc2[N+](=O)[O-])n1
  -17	2	8	-2.4	i	-3	-7	i	1	1
O=C(O)CCC(=O)NNC(=O)c1ccc(Br)cc1
  2	3	-3	-1.7	i	-1	-3	i	-4	20
Cc1noc(C)c1NC(=O)N(C)C[C@@H]1Oc2ncc(Br)cc2C(=O)N([C@@H](C)CO)C[C@H]1C
  3	0	nt	-0.7	i	2	-1	i	-3	4
Cn1ncc(Br)c1NC(=O)c1cc(Cl)cc(Cl)c1
  0	0	-7	-0.4	i	-8	-1	i	-2	1
Cc1ccc(OCC(=O)N2CCOCC2)c([N+](=O)[O-])n1
  -4	-2	-6	0.7	i	4	2	i	0	0
O=S(=O)(c1ccc(Cl)c(F)c1)N1CCC(c2nc(-c3ccncc3)no2)CC1
  1	3	1	0.5	i	-4	1	i	2	-3
COc1ccccc1[C@@]1(C)ON(c2ccccc2C(F)(F)F)C1=O
  3	1	2	1.0	i	-7	-2	i	-4	8
CC(=O)c1c(CC(=O)O)[nH]n(-c2nc3ccccc3s2)c1=O
  11	2	46	-0.3	i	0	1	i	7	27
COCC1CCN(C(=O)c2cc(COc3ccc(-n4cncn4)cc3)on2)C1 (stereo not drawn)
  -1	0	-8	-2.1	i	5	-1	i	0	-2
CCOc1cc(S(=O)(=O)NCCc2ccc(OC)c(OC)c2)c(OCC)cc1-n1cnnn1
  3	-1	-1	-0.2	i	-1	5	i	0	-3
Cc1ccccc1CN(c1ccc(C(=O)NCC2CCCO2)cc1)S(C)(=O)=O (stereo not drawn)
  -1	1	-11	-2.6	i	-4	1	i	-2	-2
Cc1ccc(C(=O)NCC(=O)N2CCC3(CC2)NCCc2[nH]cnc23)cc1C
  0	-1	-6	-0.3	i	-5	6	i	6	-2
Cc1nc2ccccc2c(=O)n1NC(=O)C1CCCCC1
  4	4	-1	0.1	i	-4	1	i	5	-2
COc1ccc(/C=N/n2cnnc2)cc1Cn1nc(C)c([N+](=O)[O-])c1C
  4	5	-3	-0.4	i	0	-3	i	1	-1
Cc1ccccc1Nc1nc(N)nc(CSc2n[nH]c(N)n2)n1
  -1	0	-4	-2.4	i	-7	-1	i	-4	0
COc1ccc2c(c1)cc(C(=O)N[C@H](C(=O)N1CCC(C(=O)O)CC1)C(C)C)n2C
  3	3	1	-1.6	nt	-3	0	i	2	2
CCn1cc([N+](=O)[O-])c(C(=O)N2N=C(c3ccc4ccccc4c3)CC2c2cc(Br)ccc2O)n1 (stereo not drawn)
  2	2	-12	3.1	i	40*	-1	i	0	-23
CC1=CC2=NC(=O)/C(=C\c3cccn3CCOc3ccc(C)c(C)c3)C(=N)N2O1
  -6	-3	-9	2.0	i	-3	1	i	1	-3
Cc1noc(C)c1NC(=O)N(C)C[C@H]1OCc2cnnn2CCCC(=O)N([C@H](C)CO)C[C@@H]1C
  2	-3	nt	-1.2	i	2	-2	i	-3	8
COCc1cc(=O)[nH]c(Nc2nc(C)c3ccccc3n2)n1
  -4	-1	-3	-1.0	i	-1	-1	i	5	1
COc1ccc(C(C)=O)cc1Cn1c(C)c(C(=O)NCc2ccc(C(C)C)cc2)sc1=O
  0	2	nt	1.6	i	-3	0	i	-1	-3
Cc1nc(-[n+]2nc(-c3ccncc3)nn2-c2ccccc2)sc1C
  -12	-2	nt	1.2	i	0	2	i	-10	27
CC1CCCCN1CCCNC(=O)c1cc(Br)c(Br)[nH]1 (stereo not drawn)
  0	3	-4	0.5	i	-6	-3	i	-3	1
Cc1ccc(-c2nnn(CC(=O)N(Cc3ccco3)C(C(=O)NC3CCCC3)c3cccs3)n2)o1 (stereo not drawn)
  -1	2	-7	2.6	i	8	-1	i	-2	-6
CCc1ccc(NC(=O)CCCN2C(=O)C3CC=CCC3C2=O)cc1 (stereo not drawn)
  -3	-2	0	-0.6	i	-2	-2	i	4	1
